Compound activity as filed in PubChem.
GAA spleen mod: inhibits or activates alpha-glucosidase in human spleen homogenate | P10253 | AID 2112 | human spleen homogenate, 4-MU-alpha-glucoside fluorescence | Potency, µM (titrated, usually from 79.9 µM), for the others: at the highest dose activity change, negative = inhibition, actives largely listed as inhibitors | actives 0.006% (n = 240,000);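 further: 0% = enzyme with vehicle and -100% = no enzyme basal signal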
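Human spleen homogenate (1 ug) incubated with compounds and 1 mM 4-methylumbelliferyl-alpha-D-glucopyranoside in pH 5.0 citrate/phosphate buffer, 37 C, 40 min. Stopped at pH 10; 4-MU fluorescence (Ex 365/Em 440 nm); AC50 by Hill fit.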
GAA inh: blocks human lysosomal alpha-glucosidase; P10253; Potency, µM (highest dose often 76.9 µM), inactives show at the highest dose activity change, negative = inhibition, usual class: inhibitors; purified human GAA, 4-MU-alpha-glucoside fluorescence; actives 0.005% (n = 200,000);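 further: plate controls were uninhibited enzyme wells for no effect and no-enzyme background for full effect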
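Human enzyme at 4 nM with 400 uM 4-methylumbelliferyl-alpha-D-pyranoside, citrate/phosphate buffer pH 5.0, 0.005% Tween-20, 20 min at room temperature. Compounds up to 77 uM. 4-MU fluorescence (Ex 365/Em 440) read after NaOH/glycine stop; AC50 from Hill fit.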
GAA glycogen: alters human alpha-glucosidase cleavage of glycogen; P10253; recombinant GAA, glycogen substrate, Amplex Red glucose oxidase fluorescence; Potency, µM (doses to about 76.4 µM), inactives show at the top dose activity change, negative = inhibition, most hits filed as inhibitors; actives 0.38% (n = 300,000); AID 2100;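 further: 0% = full enzyme reaction and -100% = no-enzyme basal signal; the screen sought inhibitors and activators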
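Natural-substrate format: glycogen cleavage by 4 nM human enzyme, glucose read by Amplex Red coupling (Ex 573, Em 610 nm). Normalized to enzyme and no-enzyme controls.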
RECQ1 inh: RECQ1 (human) helicase inhibition; P46063; RECQ1 DNA unwinding, red fluorescence kinetic read; Potency, µM (top dose mostly 57.3 µM), for the others: at the highest dose activity, negative = inhibition, usual class: inhibitors; actives 0.54% (n = 240,000); AID 2549;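 further: plate controls were vehicle for no effect and no enzyme for full effect; nearly all actives have a fitted effect of over 30% in size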
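50 nM RECQ1T1 preincubated 15 min with compound in Tris pH 8.0 buffer with MgCl2, DTT, Tween-20 and 2.5 ug/ml poly(dI-dC); started with 200 nM TAMRA/BHQ-2 forked duplex and 2 mM ATP. Unwinding read as fluorescence (525/598 nm), two reads 2 h apart.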
RGS12 GoLoco inh: blocks human Gai1 binding to RGS12 GoLoco peptide, red readout; P63096; Gai1:RGS12 GoLoco peptide FP, rhodamine, 10 min; Potency, µM (top dose mostly 61.6 µM), for inactives: at the top dose activity, negative = inhibition, actives largely listed as inhibitors; actives 0.44% (n = 230,000); active means well fitted inhibition curve with a large enough effect, not every such curve was filed as active; inactive means no such curve, though single readings can be large or run the other way; further: nearly all actives have a fitted effect of over 30% in size; many of its hits are not listed in these tables
Target sequence (P63096 whole entry, looked up): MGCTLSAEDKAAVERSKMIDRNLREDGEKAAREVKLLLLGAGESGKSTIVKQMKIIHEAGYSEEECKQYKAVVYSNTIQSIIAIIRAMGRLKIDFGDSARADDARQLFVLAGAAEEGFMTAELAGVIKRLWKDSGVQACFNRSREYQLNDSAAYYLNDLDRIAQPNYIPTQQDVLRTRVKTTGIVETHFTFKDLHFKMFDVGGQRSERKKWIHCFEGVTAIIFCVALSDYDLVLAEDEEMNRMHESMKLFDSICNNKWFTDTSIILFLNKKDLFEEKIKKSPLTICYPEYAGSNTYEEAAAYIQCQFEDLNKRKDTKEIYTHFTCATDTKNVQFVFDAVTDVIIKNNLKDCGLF
TexasRed fluor: alters Texas Red total fluorescence, flagging assay interference; AID 1479; TRb/SRC2 Texas Red total fluorescence interference; actives 0.29% (n = 280,000); Potency, µM (doses to about 106 µM), for inactives: at the top dose fluorescence change, negative = quenching; active means well fitted curve in either direction with a large enough effect; inconclusive means small, poorly fitted or top-dose-only effect
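Human TRβ ligand-binding domain (0.6 uM) and Texas Red SRC2 peptide (20 nM) in Tris buffer with 1 uM T3 and 5% DMSO were incubated with pinned compound for 5 hr at ambient temperature. Total fluorescence was computed as S + 2P (555/632 nm).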
L3MBTL1 inh: blocks human L3MBTL1; Q9Y468; AlphaScreen L3MBTL1–H3K9me1 peptide binding; Potency, µM (series often up to 57.1 µM), without a hit: top-dose activity, negative = inhibition, actives largely listed as inhibitors; actives 0.66% (n = 230,000); AID 485360; further: nearly all actives have a fitted effect of over 60% in size
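Read-out is AlphaScreen signal from streptavidin donor and nickel chelate acceptor beads (10 ug/mL final each) bridging L3MBTL1 (50 nM) and biotinylated K9-monomethylated H3(1-15) peptide (75 nM), after 30 min compound exposure at room temperature.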
TRb SRC2 PPI: TRbeta-SRC2 interaction inhibition; P10828; TRbeta-SRC2 peptide binding, fluorescence polarization; receptor liganded with 1 µM T3; Potency, µM (top dose mostly 106 µM), inactives show top-dose activity change, negative = inhibition, hits mostly inhibitors; actives 0.065% (n = 280,000); AID 1469;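 further: plate controls were bound peptide for no effect and peptide without receptor for full effect; nearly all actives have a fitted effect of over 50% in size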
Target sequence (P10828 whole entry, looked up): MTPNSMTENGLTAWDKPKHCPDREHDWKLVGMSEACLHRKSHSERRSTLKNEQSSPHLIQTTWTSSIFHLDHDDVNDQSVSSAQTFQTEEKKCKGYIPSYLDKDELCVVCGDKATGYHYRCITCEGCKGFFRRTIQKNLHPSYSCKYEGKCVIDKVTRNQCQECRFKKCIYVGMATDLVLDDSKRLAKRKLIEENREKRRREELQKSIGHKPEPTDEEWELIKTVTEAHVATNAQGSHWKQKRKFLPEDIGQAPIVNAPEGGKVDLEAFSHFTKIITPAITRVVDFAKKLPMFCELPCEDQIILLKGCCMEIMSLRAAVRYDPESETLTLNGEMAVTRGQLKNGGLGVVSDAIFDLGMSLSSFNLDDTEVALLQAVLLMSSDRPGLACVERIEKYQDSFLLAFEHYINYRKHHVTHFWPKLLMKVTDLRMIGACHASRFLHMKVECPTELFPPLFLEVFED
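Binding of a 20-amino-acid Texas Red SRC2 peptide (20 nM) to TRb ligand-binding domain (0.6 uM) with agonist T3 at 1 uM was followed by fluorescence polarization after a 5 hr room-temperature incubation.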
* hit, by the source's call; i = inactive; ? = inconclusive; · = not tested or not shown; & = joins results of further samples; [ ] = dose if it differs, or a comment. Unless noted, the call rests on the fitted dose curve; in most records, active means well fitted curve in the direction sought with a large enough effect; inconclusive means small, poorly fitted or top-dose-only effect, or another doubt; inactive means no such curve, though single readings can be large; an effect the other way counts as inactive or inconclusive. Unless noted, on the % scale 0 is the no-effect control and ±100 the full control effect; potency means the concentration at half of the fitted maximal effect.

SMILES	GAA spleen mod	GAA inh	GAA glycogen	RECQ1 inh	RGS12 GoLoco inh	TexasRed fluor	L3MBTL1 inh	TRb SRC2 PPI
CCC(C)[C@H](NC(=O)N1CCC(C)CC1)C(=O)O (stereo partly drawn)	-2%	·	6%	-6%	2%	0%	-3%	4%
C=CCc1c(C)nc(N2CCSCC2)[nH]c1=O	-4%	·	6%	8%	7%	0%	3%	-1%
CCNc1nc(NCC)n2c(SCc3ccc(F)cc3)nnc2n1	0%	-2%	-9%	i	12%	2%	-2%[11.4 µM]	-6%
CCOC(=O)C(=O)/C(=C\N(C)C)c1onc(-c2c(Cl)cccc2Cl)c1C(=O)OC	-7%	-2%	4%	-9%	1%	1%	-6%	-7%
O=C(NC1CCCC1)C(c1ccncc1)N(CC1CCCO1)C(=O)Cn1nnc(-c2cccs2)n1 (stereo not drawn)	-21%	-7%	?	-7%	-10%	-1%	5%	-10%
COc1ccccc1CN(C)c1nnnn1-c1ccccc1	6%	-2%	-1%	1%	6%	3%	·	1%
O=C(Nc1cccnc1)c1ccc(COc2ccccc2Cl)o1	2%	12%	2%	0%	-7%	0%	-1%	6%
Nc1cccc2c1C(=O)N(C(=O)c1ccco1)C2=O	8%	6%[15.4 µM]	2%	-16%	6%	-1%	-5%	-3%
CCC(Sc1nccn1C)C(=O)Nc1ccc(Cl)cn1 (stereo not drawn)	-6%	9%	-5%	i	24%	1%	1%	-3%
Cc1ccc(S(=O)(=O)Oc2ccc(/C=C(/NC(=O)c3ccccc3)C(=O)O)cc2)cc1	4%	9%	-16%	i	12%	-2%	3%	-2%
CCOC(=O)CNC(c1ccccc1)c1cc(Br)ccc1NC(=O)CCN1CCOCC1 (stereo not drawn)	1%	0%	4%	3%	-27%	-2%	-4%	-7%
COc1ccc(C(=O)CNc2ccc(C)cc2C)cc1	-7%	·	20%	-12%	5%	-1%	·	6%
COc1cccc(-c2cc(C(=O)Nc3cnn(Cc4ccc(F)cc4)c3)no2)c1	6%	0%	2%	-4%	2%	-2%	1%	-10%
COc1cc(C(=O)Oc2ccc3c(OC)c4ccoc4nc3c2OC)cc(OC)c1OC	1%	·	·	i	7%	-2%	·	-3%
CCC1CCCCN1Cc1nc2c(c(=O)n(C)c(=O)n2C)n1Cc1ccccc1 (stereo not drawn)	2%	-3%	-1%	3%	8%	1%	20%	4%

For reference, 4 of the compounds above:
SMILES	GAA spleen mod	GAA inh	GAA glycogen	RECQ1 inh	RGS12 GoLoco inh	TexasRed fluor	L3MBTL1 inh	TRb SRC2 PPI
CCC(C)[C@H](NC(=O)N1CCC(C)CC1)C(=O)O (stereo partly drawn)	-2%	·	6%	-6%	2%	0%	-3%	4%
C=CCc1c(C)nc(N2CCSCC2)[nH]c1=O	-4%	·	6%	8%	7%	0%	3%	-1%
CCNc1nc(NCC)n2c(SCc3ccc(F)cc3)nnc2n1	0%	-2%	-9%	i	12%	2%	-2%[11.4 µM]	-6%
CCOC(=O)C(=O)/C(=C\N(C)C)c1onc(-c2c(Cl)cccc2Cl)c1C(=O)OC	-7%	-2%	4%	-9%	1%	1%	-6%	-7%

(next part)
SMILES	GAA spleen mod	GAA inh	GAA glycogen	RECQ1 inh	RGS12 GoLoco inh	TexasRed fluor	L3MBTL1 inh	TRb SRC2 PPI
Nc1nnc(SCc2ccc(Cl)cc2)s1	1%	4%	-11%	-8%	4%	-3%	-15%	-24%
CC(C)(C)S(=O)(=O)/C(C#N)=C/c1sccc1C1OCCO1	1%	-5%	-3%	i	6%	-1%	-7%	5%
CCOC(=O)c1c(C)c(C(=O)NCCCN2CCCC2=O)c(C)n1CC	1%	2%	-7%	-10%	-9%	2%	·	4%
O=C(Oc1cccc(-n2cnnn2)c1)c1sc2ccccc2c1Cl	-6%	-9%	6%	-12%	-1%	0%	-9%	-5%
COc1ccc(-c2cc(CNC(C)=O)on2)cc1	-20%	1%	0%	-8%	7%	-1%	2%	1%
COCCCNC(=O)CN(CCc1ccccc1)S(=O)(=O)c1ccc(C)cc1	8%	7%	6%	27%	0%	1%	·	-6%
CCn1ncc(CN2CCN(Cc3cccc(OC)c3)C(CCO)C2)c1C (stereo not drawn)	0%	·	-10%	-8%	4%	-2%	5%	-2%
CSCC[C@@H](C(=O)Nc1ccc2c(c1)OCCO2)N1Cc2ccccc2C1=O	3%	-10%	0%	0%	10%	0%	·	7%
Cc1[nH]c2ccccc2c1NC(=O)CN1CCN(C(=O)c2ccco2)CC1	-3%	-12%	-13%	4%	-16%	0%	-19%	-10%
COc1cc(C2N=C(c3ccccc3)NO2)cc(Br)c1O (stereo not drawn)	5%	1%	?	-10%	8%	-2%	12%[11.4 µM]	-2%
NC(=O)CSc1c[nH]c2ccccc12	-5%	-9%	-2%	1%	-10%	0%	0%	1%
Cc1ccc(CSc2nnc(-c3cccc(S(=O)(=O)N4CCOCC4)c3)n2CC(C)C)cc1	2%	-7%	-2%	i	-4%	-1%[53 µM]	-8%	5%[53 µM]
COc1ccc(C2/C=C\[C@H](O[Si](C)(C)C(C)(C)C)[C@H](C(C)C)CC(=O)N2Cc2ccccc2)cc1 (stereo partly drawn)	2%	·	·	i	-21%	?	·	0%
Cc1ccc(SCC(=O)c2c(C)nc3cc(C)ccn23)cc1	8%	0%	7%	i	8%	-1%	-7%	5%
O=C(O)c1cc(N2C(=O)C3CC=CCC3C2=O)ccc1NCc1cccnc1 (stereo not drawn)	-6%	0%	20%	-2%	-7%	-2%	·	-9%
COC(=O)/C(=C/c1c[nH]c2ccccc12)[N+](=O)[O-]	10%	?	8%	-5%	·	-1%	52%[activator]	-3%
CC(=O)N1CCCc2cc(S(=O)(=O)N(C)CCC#N)ccc21	3%	-9%	3%	-5%	6%	1%	7%	-13%
O=C(O)CCC/C=C\CC1C2CCC(O2)C1CNNC(=O)Nc1ccccc1 (stereo not drawn)	-1%&-2%	·	·	1%&-17%	1%&5%	0%&-2%	·	-4%&1%
CCOc1ccc(/C(O)=C2/C(=O)C(=O)N(Cc3cccnc3)C2c2ccc(N(C)C)cc2)c(C)c1 (stereo not drawn)	-28%	6%	-25%	-4%	-11%	-2%	-1%	-17%
CN(C)/C=C/C=C1C(=O)CCCC1=O	-8%	-7%	-1%	-9%	5%	-5%	28µM*	-14%
COC(=O)c1cccc(NC(=S)NCCC2=CCCCC2)c1	-7%	-9%	-20%	-4%	2%	-2%	0%	2%
c1ccc(COCCCc2cnc[nH]2)cc1	-2%	·	·	-10%	-15%	1%	·	-12%
Cc1ccc2oc(=O)c3cnn(CC(=O)N4CCN(c5ccccn5)CC4)c3c2c1	11%	0%	-27%	-3%	5%	-7%	·	-7%
COC(=O)[C@@H]1C[C@@]2(O)[C@H](O)[C@H](O)[C@H](O)C[C@H]2N1Cc1ccc(C(F)(F)F)cc1	16%&2%	·	2%	19%	-6%&-3%	1%&-3%	·	-7%&1%
CCCCNc1ccc(S(N)(=O)=O)cc1[N+](=O)[O-]	-8%	-9%	-1%	-2%	-5%	1%[53 µM]	-1%	-7%[53 µM]
COC(=O)C(C(=O)OC)C(C[N+](=O)[O-])c1ccc(OC)cc1 (stereo not drawn)	1%	10%	5%	-3%	9%	0%	-7%	4%
COc1cccc(CC2(CO)CCCN(Cc3ccc(-c4ccco4)cc3)C2)c1 (stereo not drawn)	8%	·	-15%	-15%	20%	2%	?	-7%
CCOc1ccc(C(=O)C(CN2CCOCC2)c2ccccc2)cc1 (stereo not drawn)	-1%	0%	2%	-10%	0%	-2%	-7%	-4%
COc1ccc2nc(/N=C\N(C)C)sc2c1	-1%	-6%	1%	-11%	-1%	1%	-3%	1%
COCCn1nnnc1C(c1cc(OC)ccc1OC)N1CCc2ccccc2C1 (stereo not drawn)	-5%	-4%	-13%	i	-3%	3%	·	4%
C=C(C)C(=O)Nc1cccc(C2=NOC3(C2)C[C@@H](C(N)=O)N(C(=O)CC(c2ccccc2)c2ccccc2)C3)c1 (stereo partly drawn)	3%	·	-9%	?	7%	-2%	·	-2%
O=C(Nc1nnc(-c2ccccc2)o1)c1cc(-c2cccs2)nc2ccccc12	-4%	-4%	3%	-12%	-11%	0%	2%	5%
COc1ccc(/C=C2\SC(=S)N(CC(=O)OCC(=O)Nc3ccc(C)cc3Cl)C2=O)cc1	-3%	·	5%	i	3%	-2%	-7%	-10%
Cc1ccsc1/C=C(\C#N)C(=O)NCCCN1CCOCC1	8%	-15%	-1%	-15%	6%	-4%	4%	-4%
Cc1nn(-c2ccccc2)c(N2CCCC2)c1C=O	2%	4%	-12%	-3%	8%	-2%	10%	0%
O=C1Nc2ccc(Br)cc2C1=Nc1ccc(-c2nnc3n2CCCCC3)cc1	-4%	-3%	5%	-4%	5%	-4%	·	1%
CCOC(=O)c1sc(NC(=O)c2cc(-c3ccc(C)cc3)nc3ccccc23)c(C#N)c1C	3%	-10%	-1%	-1%	-2%	-7%	-2%	6%
CCCCCCc1cc2cc(C(=O)Nc3cccc(OC)c3)c(=O)oc2cc1O	5%	9%	4%	7%	8%	-1%	-4%	-11%
C/C(=N\NC(=S)Nc1ccccc1C)C1Cc2ccccc2C(=O)O1 (stereo not drawn)	-1%	-9%	-29%	-3%	6%	-2%	-5%	-3%
Cn1cc(SCC(=O)Nc2nccs2)c2ccccc21	-4%	0%	-5%	i	3%	2%	-3%	-7%
CCn1c(SCC(=O)c2ccc(NS(=O)(=O)c3ccccc3)cc2)nnc1-c1cccs1	-10%	-9%	-4%	-1%	1%	-3%	-5%	3%
Cc1ccnc(SCC(=O)c2ccc(Br)s2)n1	1%	7%	0%	0%	26%	-3%	28%	1%
CC(C)n1nnc2c(=O)oc3ccccc3c21	-10%	2%	5%	i	6%	-2%	6%	-4%
O=C(C1=C(O)C(=O)N(CCc2ccccc2)C1c1cccs1)c1ccco1 (stereo not drawn)	-8%	2%	4%	-10%	3%	-1%	14%	2%

These rows are one share of the data; count on the stated rates, not on these rows.
